PLCb3 inh: PLC-beta3 (human) inhibition, primary screen; AID 720704; inhibition, % at 12.2 µM; Purified PLC-beta3, fluorogenic substrate, fluorescence; hit rate 0.18% among 370,000; Q01970; in the data active = inhibition above about 11%;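 also: 0% = median of compound wells on plate and 100% = full blocker control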
ASAP1 GAP inh: ASAP1 ArfGAP inhibition. inhibition, % at 16.5 µM. ASAP1-stimulated ARF1 GTP hydrolysis, GDP FP detection. AID 624377. hit rate 0.19% among 360,000. Q9ULH1; in the data active = inhibition above about 25%;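 also: 0% = vehicle with enzyme and substrate and 100% = no enzyme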
proKLK7 act: activates the human kallikrein-7 zymogen; activation, % at 7 µM; purified proKLK7, EDANS-DABCYL substrate fluorescence; 100% is mature enzyme control, 0% vehicle; P49862; hit rate 0.9% among 370,000;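 active = activation above the mean of all tested compounds plus 3 SD, computed per campaign excluding outliers beyond control limits, cut at about 13% in these data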
ARFGAP1 inh: rat ARFGAP1 inhibition. inhibition, % at 16.5 µM. Arfgap1-stimulated ARF1 GTP hydrolysis, GDP FP detection. hit rate 0.26% among 360,000. AID 651572;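 active = inhibition above a per-plate limit, mean inhibition of low control wells plus 3 SD, cut at about 25% in these data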;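 also: 0% = DMSO wells with enzyme and 100% = wells lacking Arfgap1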
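System: truncated rat Arfgap1 GAP domain / Benchmarks: high control wells lacking Arfgap1, low control full reaction with DMSO / Times: compound-enzyme preincubation 20 min, reaction 120 min, detection 60 min, 25 °C / Repeats: one replicate per compound / Also added: human ARF1(Δ1-17)-GTP substrate / Measured by: Tracer-displacement fluorescence polarization with EDTA stop, 620/688 nm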
PLC-gamma1 inh: inhibitors of human phospholipase C gamma1 | P19174 | purified PLC-gamma1, fluorogenic substrate, fluorescence | inhibition, % at 12.2 µM | hit rate 0.84% among 370,000 | AID 720700; in the data active = inhibition above about 9.5%
DDE Tn7 FP inh: inhibitors of Tn7 peptide binding to human fibrin DD(E). P02675. FP displacement of FITC-Tn7 peptide from fibrin DD(E); 0% = median of compound wells per plate. inhibition, % at 8.3 µM. hit rate 0.13% among 370,000. AID 720508;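 active = inhibition above the mean of compounds falling within the control limits plus 3 SD of them, cut at about 14% in these data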;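 also: 0% = plate median of compound wells and 100% = 10 µM Aha-Tn7 peptide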
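Assay system: Human fibrin DD(E) protein | Medium: Tris buffer with calcium and detergent, pH 7.8 | Reagent: 0.1 µM fluorescent Tn7 | Compound dosing: Single point at 8.3 µM | Times: 10 min preincubation, 3 h with tracer, room temperature | Detection: Fluorescence polarization of the labelled Tn7 tracer | Controls: Aha-Tn7 high control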
MBD2 DNA inh: blocks human MBD2 binding to methylated DNA; AID 686964; inhibition, % at 4.4 µM; Q9UBB5; hit rate 0.31% among 370,000; TR-FRET, MBD2 binding to methylated oligonucleotide; in the data active = inhibition above about 13%
Target sequence (Q9UBB5 whole entry, looked up): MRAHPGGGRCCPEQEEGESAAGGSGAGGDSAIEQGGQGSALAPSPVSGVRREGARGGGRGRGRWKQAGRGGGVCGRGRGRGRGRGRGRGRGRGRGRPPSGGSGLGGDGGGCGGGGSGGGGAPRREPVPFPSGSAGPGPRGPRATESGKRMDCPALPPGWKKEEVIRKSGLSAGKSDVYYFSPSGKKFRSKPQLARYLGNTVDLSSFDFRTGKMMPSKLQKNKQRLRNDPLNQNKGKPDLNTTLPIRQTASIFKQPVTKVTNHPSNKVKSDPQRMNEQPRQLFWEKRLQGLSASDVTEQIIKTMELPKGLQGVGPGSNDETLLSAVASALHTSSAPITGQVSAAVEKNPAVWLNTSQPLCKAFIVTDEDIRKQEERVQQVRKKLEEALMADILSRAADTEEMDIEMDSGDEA
UHRF1 binding: UHRF1 methyl-DNA binding inhibition; Q96T88; UHRF1 binding to methylated oligo, TR-FRET; inhibition, % at 4.4 µM; hit rate 0.75% among 370,000; AID 687016; in the data active = inhibition above about 21%;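 also: UHRF1 SRA domain binding a hemimethylated CpG hairpin DNA probe; 0% = median of test compound wells and 100% = reference inhibitor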
Tn6 DDE FP: inhibitors of Tn6 peptide binding to human fibrin DD(E) | Fibrin DD(E) TRITC-Tn6 fluorescence polarization displacement | inhibition, % at 8.3 µM | hit rate 0.21% among 370,000 | AID 720509;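 active = inhibition above a per-campaign cutoff: mean of compounds within control limits plus 3 SD, cut at about 15% in these data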;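 also: 0% = median of all compound wells on the plate and 100% = blocking peptide control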
ADAM17 inh: ADAM17 inhibition, QFRET primary screen; recombinant ADAM17, EDANS/DABCYL FRET peptide cleavage; inhibition, % at 6.95 µM; hit rate 0.83% among 370,000; AID 720648;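 active = inhibition above the mean of compounds lying between control limits plus 3 SD, set per campaign, cut at about 8.5% in these data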;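 also: 0% = DMSO-only wells as the low control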
Target sequence (P78536 215-824 limits assumed): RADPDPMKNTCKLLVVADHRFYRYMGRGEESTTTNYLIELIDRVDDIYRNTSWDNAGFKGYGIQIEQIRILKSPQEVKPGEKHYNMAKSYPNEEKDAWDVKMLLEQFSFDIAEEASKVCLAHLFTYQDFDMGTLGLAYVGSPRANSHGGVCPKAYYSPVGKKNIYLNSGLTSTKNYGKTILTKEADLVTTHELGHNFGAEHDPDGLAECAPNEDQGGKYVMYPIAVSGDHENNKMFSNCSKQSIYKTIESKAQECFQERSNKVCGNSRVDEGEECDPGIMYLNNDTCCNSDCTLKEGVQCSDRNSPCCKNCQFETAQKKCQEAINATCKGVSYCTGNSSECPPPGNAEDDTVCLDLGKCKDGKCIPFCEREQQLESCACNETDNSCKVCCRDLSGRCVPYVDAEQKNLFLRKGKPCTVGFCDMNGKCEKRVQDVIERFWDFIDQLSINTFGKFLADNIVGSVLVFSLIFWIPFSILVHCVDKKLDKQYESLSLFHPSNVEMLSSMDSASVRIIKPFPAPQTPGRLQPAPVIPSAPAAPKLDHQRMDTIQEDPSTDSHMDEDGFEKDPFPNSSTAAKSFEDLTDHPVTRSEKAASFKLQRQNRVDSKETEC
* marks the source's active call; other numbers are inactive results; / = no result given; & = joins results of further samples.

Results follow in this order: DDE Tn7 FP inh	PLC-gamma1 inh	Tn6 DDE FP	proKLK7 act	MBD2 DNA inh	UHRF1 binding	ADAM17 inh	ARFGAP1 inh	ASAP1 GAP inh	PLCb3 inh
COc1cc(C(=O)N/C(=C\c2cn(C)c3ccccc23)C(=O)N2CCN(C)CC2)cc(OC)c1OC
→ -1	-20	-3	0.7	-8	-5	0	5	-7	-35
c1ccc(Cc2noc(CN3CCCC(CN4CCOCC4)C3)n2)cc1 (stereo unspecified)
→ 2	2	-8	0.1	-4	4	-1	-11	-10	-3
O=[N+]([O-])c1cc(C(F)(F)F)ccc1N1CCN(S(=O)(=O)c2ccc3c(c2)CCCC3)CC1
→ 2	0	3	0.6	2	-2	0	-2	6	4
COc1ccc(C(=O)Nc2ccccc2C(=O)NCc2cccnc2)cc1
→ -1	0	-2	-0.4	3	2	-2	5	3	-10
COc1c2occc2c(OC)c2c(=O)cc(C(F)(F)C(F)(F)F)oc12
→ -4	0	0	0.1	0	0	-1	-7	-5	-3
C[C@H]1CC[C@@]2(O[C@H](CCO)C[C@H](O)[C@H]2O)O1
→ 3	0	3	0.1	2	0	-4	14	4	-1
Cc1ccc(C)c(NC(=O)c2ccccc2C(=O)c2ccccc2)c1
→ -1	-2	5	0.1	-2	-2	0	-5	-1	3
COc1ccc(NC(=O)CN(C)C(=O)C2CC(=O)N(c3cccc4ccccc34)C2)cc1 (stereo unspecified)
→ -3	3	-2	0.0	-3	1	-1	15	5	-5
Cc1cc(=O)oc2cc(NC(=O)c3ccccc3Cl)ccc12
→ 1	-184	-1	13*	-1	-4	-417	2	-1	-287
COCC(=O)N1CCCC(C(=O)c2ccc(Oc3ccccc3)cc2)C1 (stereo unspecified)
→ -2	-2	2	-0.5	3	4	1	-2	17	-9
O=C(CC1NCCc2ccccc21)Nc1ccc(Oc2ccccc2)cc1 (stereo unspecified)
→ 2	4	4	0.9	2	5	-3	7	8	2
O=C(Nc1ccc(F)c(C(F)(F)F)c1)Nc1nnc(-c2ccncc2)s1
→ -1	-1	-2	/	15*	6	-32	/	/	-11
Cc1ccc(CN2CC(C(=O)Nc3ccc(S(=O)(=O)Nc4cc(C)nc(C)n4)cc3)CC2=O)cc1 (stereo unspecified)
→ -9	0	4	0.4	-1	-2	0	17	8	0
CC(=O)c1ccc(NC(=O)Nc2ccc3c(c2)N(C)C(=O)CS3)cc1
→ 4	2	-3	0.1	5	2	1	12	-2	0
COc1ccc(C)cc1S(=O)(=O)NC(C)C(=O)NC1CC1 (stereo unspecified)
→ 3	0	10	-0.2	-6	1	-6	-4	-1	-9
CCOC(=O)Cc1nnc(NC(=O)c2ccccc2OCC)s1
→ -3	-2	8	0.1	-3	-2	-5	14	-2	2
COC(=O)CN1C(=O)COc2ccc(S(=O)(=O)N3CCCCCC3)cc21
→ -2	-2	8	-0.2	1	2	1	-1	11	-9
CCOC(=O)N/N=C\c1cccc(OC)c1OC/C=C/c1ccccc1
→ 8	-9	7	0.1	5	0	-2	5	8	-17
Cc1ccc(C2CC(=O)N(c3ccc(F)cc3)C3=C2C(=O)CCC3)cc1 (stereo unspecified)
→ -1	8	-16	-0.3	9	4	-4	3	8	0
C[C@@H]1COC(=O)[C@@H](NC(=O)OCC2c3ccccc3-c3ccccc32)C/C=C\C[C@@H](CC(=O)N(CCO)Cc2ccccc2)C(=O)N1
→ -3	0	3	-0.8	3	-1	7	5	0	1
COc1ccccc1NC(=O)c1ccccc1Oc1ccccc1
→ 1	-1	-6	0.2	2	-5	-2	4	3	-11
NC1(C(=O)O)CSSC1
→ 3	0	1	0.2	2	2	-6	9	-23	2
COc1ccc(Cl)cc1N(CC(=O)NCc1ccccn1)S(=O)(=O)c1ccc(C)cc1
→ 3	-1	6	0.1	-2	-2	-4	9	-13	-3
CC(=O)c1c(C)nc(C)nc1NC(=O)Cc1ccccc1
→ -6	-2	3	0.1	-2	0	-3	-7	-16	1
COc1cc(CC(NC(C)=O)C(=O)NC2CCN(C(=O)Nc3ccccc3Cl)CC2)cc(OC)c1 (stereo unspecified)
→ 1	1	3	-0.5	1	1	3	-5	2	-1
Cc1nc2ccccn2c(=O)c1NC(=O)c1ccc(Br)o1
→ -5	-6	-7	0.7	-6	1	1	8	-1	-9
CC1CCN(CCCNC(=O)C2CCN(S(=O)(=O)N3CCC4(CC3)OCCO4)CC2)CC1
→ 4	1	0	-1.0	6	3	-5	-5	9	-9
O=C(N/N=C/c1ccc([N+](=O)[O-])o1)c1cc2ccccc2o1
→ 0	-13	3	0.0	-8	1	1	-5	5	-25
Cc1ccc(N(C(C)C(=O)Nc2ccc(S(=O)(=O)N3CCOCC3)cc2)S(C)(=O)=O)cc1C (stereo unspecified)
→ 0	4	-4	-0.5	3	-2	3	3	12	2
COc1ccc(CCN2CC(C(=O)Nc3cc(F)ccc3F)CC2=O)cc1OC (stereo unspecified)
→ 2	6	-3	0.1	0	-1	-3	5	14	0
Cn1c(SCc2c(F)cccc2Cl)nc2c(c1=O)SCC2
→ 3	0	0	0.1	1	1	-5	-2	2	-11
O=C(N[C@@H](Cc1ccccc1)C(=O)N1CCC2CCN(S(=O)(=O)c3ccccc3)CC21)[C@@H]1CCCN1 (stereo partly specified)
→ 8	-1	-16	0.3	3	1	-6	/	/	1
Cc1cccc(C)c1NC(=O)CN1CCCC1
→ -1	2	5	-0.1	4	-1	-1	-7	1	-2
N#Cc1cc2sc3nnc(-c4ccncc4)n3c2cc1C#N
→ -1	-2	7	0.1	1	-11	-4	1	1	0
CCC(CC)NC(=O)Cn1c(C(C)NC(C)=O)nc2ccccc21 (stereo unspecified)
→ 1	-3	-4	0.8	4	1	-5	0	5	-8
O=C(O)c1ccccc1Sc1ncnc2sc3c(c12)CCC3
→ 1	-2	5	-0.1	5	2	-6	4	-4	-11
O=C(Cc1ccc([N+](=O)[O-])cc1)Nc1cccc(C(=O)N2CCOCC2)c1
→ -6	5	-4	-0.1	0	-2	1	1	4	5
COc1ccc2c(-c3ccccc3)cc(=O)[nH]c2c1
→ -1	-27	-9	-1.9	-5	0	-18	-3	2	-41
Cc1cc(Cl)ccc1OCCCC(=O)Nc1ccc(S(=O)(=O)Nc2ncccn2)cc1
→ -5	2	-10	0.3	4	1	0	5	-13	-9
CN=c1scc(-c2cc(OC)ccc2OC)n1/N=C/c1c(C)[nH]c2ccccc12
→ -8	-34	-13	-0.8	2	-1	4	17	10	-47
Cc1noc(C)c1S(=O)(=O)Nc1ccc2c(c1)C(=O)N([C@H](C)CO)C[C@@H](C)[C@@H](CN(C)Cc1ccc3c(c1)OCO3)O2
→ -2	-7	0	0.7	0	-1	-3	3	-4	-6
CC(=O)c1cccc(CN2CCC(CO)(Cc3ccccc3)CC2)c1
→ 3	-2	-6	0.4	6	3	-6	10	-7	-7
O=C(N/N=C1\C/C(=N\NC(=O)c2ccncc2)c2ccccc21)c1ccncc1
→ 2	1	-3	0.5	-11	-12	-4	4	10	0
O=C(CSc1nc2ccccc2nc1N1CCOCC1)N1CCN(c2cccc(C(F)(F)F)c2)CC1
→ 0	-26	-4	-0.6	1	0	4	/	/	-35
COCCN1C(=O)N[C@@H](c2cccc(F)c2)C(C(C)=O)=C1C
→ 2	0	2	0.2	-1	0	-2	2	9	4
C=C(C)c1cccc(C(C)(C)NC(=O)N2CCN(CC(N)=O)CC2)c1
→ -5	7	6	0.1	-4	-1	2	5	-8	0
Cc1ccc(C(=O)NCCc2nnc3ccc(SCC(=O)N4CCCC4)nn23)cc1
→ 3	-2	-12	0.3	-2	4	-6	-5	-10	-9
O=C(O)C1=C[C@H](c2ccc(Br)cc2)C[C@H](OCCCCO)O1
→ 5	-2	2	-0.8	3	-1	-3	1	10	-1
CC1(C)CC(=O)C=C(c2ccc(COC(=O)c3ccc(Br)cc3)cc2)C1=O
→ -1	-4	1	-0.6	1	-2	-6	-6	-12	-5
COc1ccc(S(=O)(=O)N2CCC(C(=O)NCCc3ccccc3)CC2)cc1
→ 1	0	1	-0.2	2	1	-1	-7	0	-6
CCOC(=O)C1=C[C@@H](C(C)(C)C)N(S(=O)(=O)c2ccc(C)cc2)[C@H]1c1cccc(Cl)c1
→ 1	-1	0	-0.6	-3	0	3	3	-9	3
CCN(CC)C(=O)C1CCCN(Cc2cccc(F)c2)C1 (stereo unspecified)
→ -1	2	8	-0.5	1	0	-1	-6	-4	3
COc1ccc(S(=O)(=O)NCCC(=O)Nc2ccc(C)cc2)cc1
→ 8	3	4	0.0	-7	0	1	4	1	0
CC(=O)c1cccc(OCC(O)CN2CCN(C(=O)c3ccco3)CC2)c1 (stereo unspecified)
→ -1	2	-4	-0.6	0	-3	2	3	1	-6
Cc1cc2nc(-c3cc(N4CCOCC4)ccc3[N+](=O)[O-])ccn2n1
→ 3	4	-9	0.2	3	0	-4	1	10	-6
CCN(C(=O)CSc1nnc(-c2ccccc2)n1C)C1CCS(=O)(=O)C1 (stereo unspecified)
→ 4	4	-4	-0.5	-4	-2	1	8	-12	3
CC1CCCCN1C(=O)COc1ccccc1F (stereo unspecified)
→ 1	1	0	0.4	4	-2	0	6	6	5
Cc1ccc2nc(-c3ccccn3)c(NC3CCCC3)n2c1
→ 3	-24	4	0.1	1	-3	-8	2	-11	-26
Cc1cc(NS(=O)(=O)c2ccc(NC(=S)NC(=O)c3ccc(F)cc3Cl)cc2)no1
→ -8	0	8	0.6	5	-4	-3	-5	7	-3
CCCCNC(=O)C1c2ccccc2OCC(=O)N1CC(F)(F)F (stereo unspecified)
→ -3	3	-7	-0.1	-3	1	0	4	-7	-2

Going on with the list:
Results follow in this order: DDE Tn7 FP inh	PLC-gamma1 inh	Tn6 DDE FP	proKLK7 act	MBD2 DNA inh	UHRF1 binding	ADAM17 inh	ARFGAP1 inh	ASAP1 GAP inh	PLCb3 inh
Cc1cc(CN(C)C(=O)C2CCC(=O)N(CCc3ccccc3)C2)n[nH]1 (stereo unspecified)
→ 4	-2	-1	0.3	0	0	0	5	-3	-9
O=c1cc(O)nc(SCc2ccccc2)n1-c1ccccc1
→ -3&-4	1&1	-3&-2	0.2&-0.1	-2&2	-1&1	-3&4	-1&5	-7&-1	0&1
CCc1ccc(Nc2ncccc2C#N)cc1
→ 2	-10	4	0.2	1	-3	-3	-3	-10	-6
COc1cc(-c2nnc3sc(-c4cccs4)nn23)cc(OC)c1OC
→ -3	2	-5	-0.4	3	1	2	-1	-1	1
COc1ccc(CCNC(=O)C(C)n2nc(C)n3c(cc4occc43)c2=O)cc1OC (stereo unspecified)
→ 2	-2	1	-0.3	-2	-5	-3	13	6	-10

Entries of single compounds as entered above. Order of screens: DDE Tn7 FP inh | PLC-gamma1 inh | Tn6 DDE FP | proKLK7 act | MBD2 DNA inh | UHRF1 binding | ADAM17 inh | ARFGAP1 inh | ASAP1 GAP inh | PLCb3 inh
O=C(O)c1ccccc1Sc1ncnc2sc3c(c12)CCC3 across the screens: 1 | -2 | 5 | -0.1 | 5 | 2 | -6 | 4 | -4 | -11
O=C(CC1NCCc2ccccc21)Nc1ccc(Oc2ccccc2)cc1 (stereo unspecified) across the screens: 2 | 4 | 4 | 0.9 | 2 | 5 | -3 | 7 | 8 | 2

Source: PubChem BioAssay (The Scripps Research Institute Molecular Screening Center)
